Vif-A3G inh – Vif-A3G binding inhibition. actives 0.076% (n = 410,000). HeLa A3G-eYFP + Vif (tagged APOBEC3G with the HIV-1 protein that degrades it), YFP fluorescence, overnight. Potency, µM (doses to about 46.1 µM), without a hit: at the top dose activity, negative = active, most hits filed as inhibitors;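 also: % is scaled to controls: 0 for no effect and ±100 for the full control effect; nearly all actives have a fitted effect of over 60% in size; hits raise eYFP signal because A3G escapes Vif-driven loss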
Target sequence (Q9HC16 whole entry, looked up): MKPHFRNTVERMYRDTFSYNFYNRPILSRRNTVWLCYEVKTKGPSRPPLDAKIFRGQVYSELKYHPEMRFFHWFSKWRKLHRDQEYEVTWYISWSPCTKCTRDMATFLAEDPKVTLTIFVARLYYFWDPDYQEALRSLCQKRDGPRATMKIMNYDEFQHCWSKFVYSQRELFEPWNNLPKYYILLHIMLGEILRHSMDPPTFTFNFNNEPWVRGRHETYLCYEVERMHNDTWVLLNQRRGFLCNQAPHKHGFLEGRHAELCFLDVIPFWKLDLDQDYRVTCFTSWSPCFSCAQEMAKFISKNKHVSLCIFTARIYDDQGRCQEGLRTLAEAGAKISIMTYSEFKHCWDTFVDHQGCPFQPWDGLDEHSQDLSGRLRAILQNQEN
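HeLa cells stably expressing Vif and C-terminally eYFP-tagged A3G, seeded overnight at 37 deg C, then exposed to compound by pintool overnight at 37 deg C. Rise in yellow fluorescence (Ex 488/Em 500-530, Acumen) marks blocked Vif-driven A3G degradation.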
rTrxR1 inhibitor – inhibitors of rat thioredoxin reductase 1; AID 588453; Potency, µM (series often up to 114 µM), inactives show at the highest dose activity change, negative = inhibition, usual class: inhibitors; actives 1% (n = 390,000); recombinant rTrxR1, NADPH fluorescence consumption, selenite substrate; also: % is scaled to controls: 0 for no effect and ±100 for the full control effect; nearly all actives have a fitted effect of over 65% in size
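Rat TrxR1 (90 nM in the dispensed reagent) was pre-reduced with 400 uM NADPH for 5 min at room temperature, then incubated with compound for 15 min. After 400 uM selenite was added, NADPH fluorescence (Ex 340/Em 450 nm) was followed for 8 min.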
TrxR1 substrate – is turned over as a substrate by rat TrxR1. actives 0.01% (n = 390,000). O89049. purified TrxR1 substrate turnover, NADPH consumption readout. AID 588456. Potency, µM (top dose mostly 114 µM), without a hit: at the highest dose activity change, negative = substrate turnover; also: % is scaled to controls: 0 for no effect and ±100 for the full control effect; nearly all actives have a fitted effect of over 50% in size
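Rat TrxR1, dispensed at 90 nM, was prereduced with 400 uM NADPH (final) for 5 min at ~22 deg C, then incubated with compound 15 min before 400 uM selenite. A first-read NADPH fluorescence drop versus no-compound background flagged substrates.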
USP1-UAF1 inh – inhibitors of human USP1/UAF1 deubiquitinase; O94782; recombinant USP1/UAF1, Ub-Rhodamine cleavage fluorescence; Potency, µM (highest dose often 57.1 µM), for the others: at the top dose activity change, negative = inhibition, hits mostly inhibitors; actives 0.23% (n = 390,000); AID 743255; also: % is scaled to controls: 0 for no effect and ±100 for the full control effect; nearly all actives have a fitted effect of over 60% in size; inactives centre near -12
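USP1/UAF1 complex at 1 nM was preincubated with compound for 15 min at room temperature, then Ub-Rho substrate (150nM final) was added. Fluorescence (480/540 nm) was read kinetically, 6 reads every 60 seconds.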
ALOX12 inh – inhibitors of human 12S-lipoxygenase ALOX12; P18054; purified 12hLO, xylenol orange hydroperoxide absorbance; Potency, µM (series often up to 108 µM), inactives show at the top dose activity change, negative = inhibition, actives largely listed as inhibitors; actives 1.1% (n = 580,000); AID 1671190; also: % is scaled to controls: 0 for no effect and ±100 for the full control effect
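Purified human 12hLO at 150 nM in 25 mM Hepes, 0.01% Triton X-100, pH 7.0, preincubated 15 min at room temperature with compound. Reaction started with 40 uM arachidonic acid, 30 min at room temperature. Hydroperoxide measured by Fe-xylenol orange, 573/405 nm absorbance ratio.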
RGS4 inhibitor – blocks human RGS4-accelerated GTP hydrolysis | Transcreener GDP fluorescence polarization, RGS4-accelerated GTP hydrolysis | Potency, µM (highest dose often 114 µM), for the others: at the top dose activity change, negative = inhibition, hits mostly inhibitors | actives 0.039% (n = 390,000) | AID 504845; also: % is scaled to controls: 0 for no effect and ±100 for the full control effect; nearly all actives have a fitted effect of over 75% in size; some results filed as inactive show a strong effect at the top dose
Target sequence (P49798 whole entry, looked up): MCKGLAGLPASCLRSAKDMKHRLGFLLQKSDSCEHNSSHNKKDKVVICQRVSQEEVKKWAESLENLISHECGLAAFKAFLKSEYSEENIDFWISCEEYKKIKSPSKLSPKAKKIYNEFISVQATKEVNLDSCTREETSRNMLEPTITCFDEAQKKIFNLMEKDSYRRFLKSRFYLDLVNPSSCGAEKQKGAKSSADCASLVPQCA
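MLSMR compounds (23 nl, pin-transferred) preincubated 10 min at room temperature with a 500nM (2x) first reagent, then RGS4 at 900nM (2x) plus Transcreener GDP mix added; fluorescence polarization (620/688 nm) read before and after 90 min at 30 °C.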
mIDH1 inhibitor – blocks human mutant IDH1 R132H enzyme; O75874; actives 0.093% (n = 390,000); IDH1-R132H enzyme, NADPH consumption, diaphorase/resazurin fluorescence; Potency, µM (top dose mostly 76.6 µM), without a hit: top-dose activity change, negative = inhibition, most hits filed as inhibitors; also: % is scaled to controls: 0 for no effect and ±100 for the full control effect; nearly all actives have a fitted effect of over 65% in size
Target sequence (O75874 whole entry R132H, stated change not applied): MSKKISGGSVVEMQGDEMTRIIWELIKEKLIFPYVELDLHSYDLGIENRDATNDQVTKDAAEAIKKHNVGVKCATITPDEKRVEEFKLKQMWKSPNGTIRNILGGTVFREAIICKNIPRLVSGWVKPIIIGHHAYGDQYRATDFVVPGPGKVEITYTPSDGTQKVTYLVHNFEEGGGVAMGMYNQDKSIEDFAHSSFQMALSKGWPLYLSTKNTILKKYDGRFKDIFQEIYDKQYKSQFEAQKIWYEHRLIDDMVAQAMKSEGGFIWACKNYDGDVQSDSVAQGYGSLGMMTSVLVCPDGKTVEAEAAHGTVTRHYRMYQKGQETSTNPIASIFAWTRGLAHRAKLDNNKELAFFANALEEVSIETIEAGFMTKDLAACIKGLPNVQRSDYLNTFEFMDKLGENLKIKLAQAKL
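IDH1-R132H (0.5 ug/mL dispensed) in pH 7.5 Tris buffer was preincubated 30 min with compound, then given a substrate mix of 0.016 mM NADPH and 2 mM alpha-KG for 80 min at room temperature; remaining NADPH was read by diaphorase/resazurin fluorescence.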
Vif-A3F inh – Vif-A3F binding inhibition; HeLa A3F-eYFP + Vif (tagged APOBEC3F with the HIV-1 protein that degrades it), YFP fluorescence increase; Potency, µM (titrated, usually from 46.1 µM), without a hit: at the top dose activity, negative = active; actives 0.2% (n = 390,000); also: % of control where 0% means no effect; nearly all actives have a fitted effect of over 65% in size
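Fluorescence increase (Ex 488/Em 500-530) after overnight compound treatment at 37 deg C flags inhibition of Vif-driven A3F-eYFP loss in stable HeLa A3F-eYFP/Vif cells seeded overnight beforehand.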
RXFP1 ag – activates the human relaxin receptor RXFP1; Potency, µM (doses to about 57.5 µM), for the others: top-dose activation, hits mostly activators; Q9HBX9; actives 0.3% (n = 370,000); HEK293T-RXFP1 cAMP TR-FRET, 30 min; response scale: percent of porcine relaxin response, buffer zero; also: % is scaled to controls: 0 for no effect and ±100 for the full control effect; nearly all actives have a fitted effect of over 60% in size; many of its hits are not listed in these tables
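cAMP rise read by TR-FRET after 30 min, 37C compound exposure (up to 58 uM) in RXFP1-transfected HEK293 cells with Ro 20174 present. EC50 from Hill-equation fits, with 29 nM porcine relaxin as 100% and buffer as basal.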
Starred values were filed as active, the others as inactive; & = joins results of further samples; [ ] = another dose, or the depositor's remark. Calls follow the shape of the dose curve; as a rule, active = well fitted curve in the direction sought with a large enough effect; inconclusive = small, poorly fitted or top-dose-only effect, or another doubt; inactive = no such curve, though single readings can be large; an effect the other way counts as inactive or inconclusive. Potency is read from the fitted curve at half-maximal effect. The list is partial; count on the stated rates, not on these rows.

For C=CCn1cc(C(=O)NCCN(CC)CC)c(=O)c2cc(S(=O)(=O)N3CCCCCC3)ccc21 the results were Vif-A3G inh 2%, rTrxR1 inhibitor 6%, TrxR1 substrate -1%, USP1-UAF1 inh -19%, ALOX12 inh -9%, RGS4 inhibitor 5%, mIDH1 inhibitor 1%, Vif-A3F inh -5% and RXFP1 ag 6.0%.
Screening CN(C(=O)COC(=O)CNC(=O)c1cccs1)c1c(N)n(Cc2ccccc2)c(=O)[nH]c1=O returned Vif-A3G inh 9%, rTrxR1 inhibitor -2%, TrxR1 substrate 1%, USP1-UAF1 inh -9%, ALOX12 inh -6%, RGS4 inhibitor 4%, mIDH1 inhibitor -4%, Vif-A3F inh 3% and RXFP1 ag 3.9%.
`O=C(CCc1nc2ccccc2[nH]1)N1CCc2ccccc2C1` gave Vif-A3G inh 1%, rTrxR1 inhibitor 1%, TrxR1 substrate -7%, USP1-UAF1 inh inconclusive, ALOX12 inh 14%, RGS4 inhibitor -14%, mIDH1 inhibitor 3%, Vif-A3F inh -5% and RXFP1 ag -0.1%.
Screening O=C(NCCS(=O)(=O)N1CCN(c2ccccc2)CC1)C1CC(=O)N(c2ccc(F)cc2)C1 (stereo not given) returned Vif-A3G inh 6%&2%, rTrxR1 inhibitor 9%, TrxR1 substrate 4%, USP1-UAF1 inh -6%&-19%, ALOX12 inh 7%&-7%, RGS4 inhibitor 26%[11.4 µM], mIDH1 inhibitor -3%&-5%, Vif-A3F inh 0%&6% and RXFP1 ag 4.3%&0.2%.
For C=CCN1CCN(C(c2ccccc2)c2nnnn2CCC(C)C)CC1 (stereo not given) the results were Vif-A3G inh 2%, rTrxR1 inhibitor 28µM*, TrxR1 substrate 6%[57.1 µM], USP1-UAF1 inh -8%, ALOX12 inh -29%, RGS4 inhibitor -90%[11.4 µM], mIDH1 inhibitor 3%, Vif-A3F inh -5% and RXFP1 ag 0.1%.
For Cn1c(N2CCN(C(=O)Nc3ccc(F)cc3)CC2)nc2ccccc21 the results were Vif-A3G inh 0%, rTrxR1 inhibitor -6%, TrxR1 substrate -1%, USP1-UAF1 inh -12%, ALOX12 inh 17%, RGS4 inhibitor 15%, mIDH1 inhibitor 5%, Vif-A3F inh -1% and RXFP1 ag -1.4%.
Screening NCCCn1c(C(=O)c2ccc(Cl)cc2)c2ccc(C(F)(F)F)cc2[n+]1[O-] returned Vif-A3G inh 3%, rTrxR1 inhibitor -29%, TrxR1 substrate 5%, USP1-UAF1 inh -32%, ALOX12 inh -10%, RGS4 inhibitor -20%, mIDH1 inhibitor 8%, Vif-A3F inh -1% and RXFP1 ag -1.2%.
c1ccc(-c2ccc3[nH]ccc3c2)cc1 was read as Vif-A3G inh 1%, rTrxR1 inhibitor 20%[57.1 µM], TrxR1 substrate 10%[57.1 µM], USP1-UAF1 inh -7%, ALOX12 inh inconclusive, RGS4 inhibitor 20%, mIDH1 inhibitor -2%, Vif-A3F inh -3% and RXFP1 ag 1.0%.
`Cc1ccc(OCC(=O)Nc2ccc(S(=O)(=O)Nc3ccccn3)cc2)cc1` gave Vif-A3G inh -9%, rTrxR1 inhibitor -12%[57.1 µM], TrxR1 substrate -4%[57.1 µM], USP1-UAF1 inh -25%, ALOX12 inh -43%, RGS4 inhibitor 23%, mIDH1 inhibitor 10%, Vif-A3F inh 15% and RXFP1 ag 7.9%.
Cc1ccc([C@H]2C[C@H](n3cc(C4CC4)nn3)[C@@H](O)CN2CC2CCCCC2)cc1 was read as Vif-A3G inh inconclusive, USP1-UAF1 inh 1%, ALOX12 inh inconclusive, mIDH1 inhibitor 3% and Vif-A3F inh -16%.
`COc1ccc(NC(=O)Nc2nc3ccccc3s2)cc1` gave Vif-A3G inh 1%, rTrxR1 inhibitor 12%, TrxR1 substrate 0%, USP1-UAF1 inh -27%, ALOX12 inh 7%, RGS4 inhibitor -17%, mIDH1 inhibitor 2%, Vif-A3F inh -2% and RXFP1 ag 1.3%.
Cc1ccc(NS(=O)(=O)c2c(C)[nH]c(C)c2C(=O)N2CCCCC2)cc1C was read as Vif-A3G inh 3%, rTrxR1 inhibitor 19%, TrxR1 substrate 7%, USP1-UAF1 inh -16%, ALOX12 inh -31%, RGS4 inhibitor -8%[11.4 µM], mIDH1 inhibitor -5%, Vif-A3F inh 3% and RXFP1 ag 4.3%.
Screening CCC(=O)N(Cc1cc(=O)[nH]c2ccccc12)c1ccc(OC)cc1 returned Vif-A3G inh -2%, rTrxR1 inhibitor 3%[57.1 µM], TrxR1 substrate 2%[57.1 µM], USP1-UAF1 inh -9%, ALOX12 inh -9%, RGS4 inhibitor -1%, mIDH1 inhibitor 8%, Vif-A3F inh -2% and RXFP1 ag 5.0%.
Screening CCCNS(=O)(=O)c1ccc(OCC(=O)NCC2CCCO2)cc1 (stereo not given) returned Vif-A3G inh 0%, rTrxR1 inhibitor -13%, TrxR1 substrate -13%, USP1-UAF1 inh -8%, ALOX12 inh 15%, RGS4 inhibitor 1%, mIDH1 inhibitor -4%, Vif-A3F inh -16% and RXFP1 ag -0.5%.
For O=C(CCC1CCCN(Cc2ccncc2)C1)NCc1ccc(F)c(F)c1 (stereo not given) the results were Vif-A3G inh 2%, rTrxR1 inhibitor 5%[57.1 µM], TrxR1 substrate 5%[57.1 µM], USP1-UAF1 inh -2%, ALOX12 inh -1%, RGS4 inhibitor 15%, mIDH1 inhibitor -11%, Vif-A3F inh 6% and RXFP1 ag -3.0%.
`Cc1nc2ccc(NC(=O)N3CCCCC3)cc2s1` gave Vif-A3G inh -3%, rTrxR1 inhibitor 12%, TrxR1 substrate 14%, USP1-UAF1 inh -15%, ALOX12 inh -27%, RGS4 inhibitor 7%, mIDH1 inhibitor 16%, Vif-A3F inh -5% and RXFP1 ag 0.3%.
`Cc1cccc(OCCC(=O)Nc2ccc(N3CCOCC3)cc2N2CCOCC2)c1` gave Vif-A3G inh 3%, rTrxR1 inhibitor 3%, TrxR1 substrate -2%, USP1-UAF1 inh -5%, ALOX12 inh -28%, RGS4 inhibitor -10%, mIDH1 inhibitor 1%, Vif-A3F inh 1% and RXFP1 ag -1.8%.
Screening O=C(NCCNCc1ccccc1)c1ccco1 returned Vif-A3G inh 1%, rTrxR1 inhibitor -28%, TrxR1 substrate -8%, USP1-UAF1 inh -19%, ALOX12 inh 28µM*, RGS4 inhibitor -52%, mIDH1 inhibitor 15% and Vif-A3F inh -20%.
`Cc1ccc(OCC(=O)OCC(=O)Nc2sccc2C(N)=O)cc1C` gave Vif-A3G inh -1%, rTrxR1 inhibitor -1%, TrxR1 substrate -7%, USP1-UAF1 inh -6%, ALOX12 inh -25%&-19%, RGS4 inhibitor 12%, mIDH1 inhibitor 2%, Vif-A3F inh 2% and RXFP1 ag -1.8%.
`CC(=O)c1sc(N/N=C\c2c(O)ccc3ccccc23)nc1C` gave Vif-A3G inh inconclusive, rTrxR1 inhibitor -14%, TrxR1 substrate -12%, USP1-UAF1 inh -17%, ALOX12 inh 40µM*, RGS4 inhibitor inconclusive, mIDH1 inhibitor 9% and Vif-A3F inh inconclusive.
Cn1c(=O)c2c(nc(N/N=C/c3cccnc3)n2Cc2ccc(F)cc2)n(C)c1=O was read as Vif-A3G inh -9%, rTrxR1 inhibitor 2%, TrxR1 substrate -3%, USP1-UAF1 inh -32%, ALOX12 inh 238%[activator], RGS4 inhibitor 10%, mIDH1 inhibitor -1%, Vif-A3F inh 3% and RXFP1 ag 0.2%.
Screening CC(=O)NCCc1ccc(S(=O)(=O)Nc2cccnc2)cc1 returned Vif-A3G inh 1%, rTrxR1 inhibitor 16%, TrxR1 substrate 11%, USP1-UAF1 inh -4%, ALOX12 inh 1%, RGS4 inhibitor -6%, mIDH1 inhibitor -1%, Vif-A3F inh -1% and RXFP1 ag 6.2%.
For COc1ccc(CNC(=O)c2cc(=O)c3c(C)cc(C)cc3o2)cc1 the results were Vif-A3G inh -6%, rTrxR1 inhibitor 8%, TrxR1 substrate -2%, USP1-UAF1 inh -6%, ALOX12 inh 13%&-39%, RGS4 inhibitor 4%, mIDH1 inhibitor -3%, Vif-A3F inh 1% and RXFP1 ag 0.3%.
For CC(/C=N/NC(=O)Cc1cccn1C)=C\c1ccccc1 the results were Vif-A3G inh -9%, rTrxR1 inhibitor 50µM*, TrxR1 substrate -7%, USP1-UAF1 inh -14%, ALOX12 inh 0%, RGS4 inhibitor 8%, mIDH1 inhibitor 2%, Vif-A3F inh -9% and RXFP1 ag 3.0%.
COCc1nnc(SCC(=O)NC(C)c2ccccc2)n1-c1ccccc1 (stereo not given) was read as Vif-A3G inh -1%, rTrxR1 inhibitor 17%, TrxR1 substrate 12%, USP1-UAF1 inh -8%, ALOX12 inh 2%, RGS4 inhibitor 3%, mIDH1 inhibitor 2%, Vif-A3F inh -4% and RXFP1 ag 0.7%.
For O=C(NNS(=O)(=O)c1ccc(Br)cc1)c1ccncc1 the results were Vif-A3G inh -1%, rTrxR1 inhibitor 14%[57.1 µM], TrxR1 substrate 7%[57.1 µM], USP1-UAF1 inh -7%, ALOX12 inh inconclusive, RGS4 inhibitor 0%, mIDH1 inhibitor 3%, Vif-A3F inh -8% and RXFP1 ag 1.4%.
